PLCg1 inh: PLC-gamma1 (human) inhibition, primary screen; P19174; purified PLC-gamma1, fluorogenic substrate, fluorescence; inhibition, % at 12.2 µM; 370,000 compounds, 0.84% hits; AID 720700; in the data active = inhibition above about 9.5%
proKLK7 act: proKLK7 (human) activation, primary screen. P49862. purified proKLK7, EDANS-DABCYL substrate fluorescence; 100% is mature enzyme control, 0% vehicle. activation, % at 7 µM. 370,000 compounds, 0.9% hits. AID 652039;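 active = activation above the mean of all tested compounds plus 3 SD, computed per campaign excluding outliers beyond control limits, cut at about 13% in these data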
ADAM17 inh: inhibits human ADAM17 | recombinant ADAM17, EDANS/DABCYL FRET peptide cleavage | inhibition, % at 6.95 µM | 370,000 compounds, 0.83% hits | AID 720648;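 active = inhibition above the mean of compounds lying between control limits plus 3 SD, set per campaign, cut at about 8.5% in these data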;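 note: 0% = DMSO-only wells as the low control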
Target sequence (P78536 215-824 limits assumed): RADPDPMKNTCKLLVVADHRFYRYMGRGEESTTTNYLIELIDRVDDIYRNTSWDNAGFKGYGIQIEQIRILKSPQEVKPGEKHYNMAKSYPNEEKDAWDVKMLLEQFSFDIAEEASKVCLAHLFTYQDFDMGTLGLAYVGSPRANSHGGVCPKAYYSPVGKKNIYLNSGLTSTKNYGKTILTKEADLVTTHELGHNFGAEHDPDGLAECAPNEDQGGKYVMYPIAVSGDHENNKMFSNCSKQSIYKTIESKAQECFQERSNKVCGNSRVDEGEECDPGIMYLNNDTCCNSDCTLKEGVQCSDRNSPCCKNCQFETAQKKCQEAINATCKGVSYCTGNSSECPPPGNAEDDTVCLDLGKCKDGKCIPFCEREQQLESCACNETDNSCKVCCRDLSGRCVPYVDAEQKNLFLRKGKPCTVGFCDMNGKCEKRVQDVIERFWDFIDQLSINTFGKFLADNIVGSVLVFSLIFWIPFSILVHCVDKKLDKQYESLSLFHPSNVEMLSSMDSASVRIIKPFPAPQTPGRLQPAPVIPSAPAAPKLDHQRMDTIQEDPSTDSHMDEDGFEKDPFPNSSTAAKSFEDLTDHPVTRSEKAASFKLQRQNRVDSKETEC
DDE Tn7 FP inh: inhibitors of Tn7 peptide binding to human fibrin DD(E). P02675. FP displacement of FITC-Tn7 peptide from fibrin DD(E); 0% = median of compound wells per plate. inhibition, % at 8.3 µM. 370,000 compounds, 0.13% hits;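 active = inhibition above the mean of compounds falling within the control limits plus 3 SD of them, cut at about 14% in these data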;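 note: 0% = plate median of compound wells and 100% = 10 µM Aha-Tn7 peptide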
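Also added: labelled Tn7 tracer, 0.1 µM; Assay system: human fibrin DD(E) protein; Amount: 2 µM fibrin DD(E); Schedule: 10 min compound pre-incubation, 3 h probe incubation at room temperature; Repeats: one replicate per compound; Read-out basis: percent inhibition; Measured by: fluorescence polarization of the labelled Tn7 tracer.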
UHRF1 binding: human UHRF1 methylated DNA binding inhibitors. Q96T88. UHRF1 binding to methylated oligo, TR-FRET. inhibition, % at 4.4 µM. 370,000 compounds, 0.75% hits; in the data active = inhibition above about 21%;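 note: UHRF1 SRA domain binding a hemimethylated CpG hairpin DNA probe; 0% = median of test compound wells and 100% = reference inhibitor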
PLC-beta3 inh: inhibitors of human phospholipase C beta3. Purified PLC-beta3, fluorogenic substrate, fluorescence. inhibition, % at 12.2 µM. 370,000 compounds, 0.18% hits. AID 720704; in the data active = inhibition above about 11%;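 note: 0% = median of compound wells on plate and 100% = full blocker control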
MBD2 DNA inh: blocks human MBD2 binding to methylated DNA; Q9UBB5; TR-FRET, MBD2 binding to methylated oligonucleotide; inhibition, % at 4.4 µM; 370,000 compounds, 0.31% hits; AID 686964; in the data active = inhibition above about 13%
Target sequence (Q9UBB5 whole entry, looked up): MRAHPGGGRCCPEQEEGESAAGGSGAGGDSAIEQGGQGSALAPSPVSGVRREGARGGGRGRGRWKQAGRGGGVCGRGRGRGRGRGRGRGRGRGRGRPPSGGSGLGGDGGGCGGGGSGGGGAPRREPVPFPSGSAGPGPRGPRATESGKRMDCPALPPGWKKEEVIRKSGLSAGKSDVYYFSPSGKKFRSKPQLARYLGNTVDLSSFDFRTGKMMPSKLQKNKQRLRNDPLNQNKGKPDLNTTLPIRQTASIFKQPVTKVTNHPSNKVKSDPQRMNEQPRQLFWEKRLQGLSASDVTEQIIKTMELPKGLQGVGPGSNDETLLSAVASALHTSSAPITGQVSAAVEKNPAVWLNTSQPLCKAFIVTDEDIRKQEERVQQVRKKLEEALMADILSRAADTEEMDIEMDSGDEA
ARFGAP1 inhibitor: inhibitors of rat ARFGAP1; 360,000 compounds, 0.26% hits; AID 651572; Arfgap1-stimulated ARF1 GTP hydrolysis, GDP FP detection; inhibition, % at 16.5 µM;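 active = inhibition above a per-plate limit, mean inhibition of low control wells plus 3 SD, cut at about 25% in these data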;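 note: 0% = DMSO wells with enzyme and 100% = wells lacking Arfgap1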
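Replicates: Single well per compound | Assay system: Truncated rat Arfgap1 GAP domain | Control set: No-Arfgap1 wells (100%) versus DMSO full-reaction wells (0%) | Times: Enzyme reaction 120 min at 25 °C after 20 min preincubation | Reagent: Human ARF1(Δ1-17)-GTP substrate | Measured by: Tracer-displacement fluorescence polarization with EDTA stop, 620/688 nm | Measure: Percent inhibition of Arfgap1-stimulated GTP hydrolysis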
DDE Tn6 FP inh: disrupts Tn6 cyclic peptide binding to fibrin D-Dimer-E complex; 370,000 compounds, 0.21% hits; P02675; inhibition, % at 8.3 µM; Fibrin DD(E) TRITC-Tn6 fluorescence polarization displacement;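 active = inhibition above a per-campaign cutoff: mean of compounds within control limits plus 3 SD, cut at about 15% in these data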;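 note: 0% = median of all compound wells on the plate and 100% = blocking peptide control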
ASAP1 GAP inh: ASAP1 ArfGAP inhibition. Q9ULH1. inhibition, % at 16.5 µM. AID 624377. 360,000 compounds, 0.19% hits. ASAP1-stimulated ARF1 GTP hydrolysis, GDP FP detection; in the data active = inhibition above about 25%;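 note: 0% = vehicle with enzyme and substrate and 100% = no enzyme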
Active calls of the source: *; . = no result given.

SMILES	PLCg1 inh	proKLK7 act	ADAM17 inh	DDE Tn7 FP inh	UHRF1 binding	PLC-beta3 inh	MBD2 DNA inh	ARFGAP1 inhibitor	DDE Tn6 FP inh	ASAP1 GAP inh
Cc1ccc2nc(-c3ccc(C#N)cc3)c(Cc3cccc(F)c3)n2c1	-213	-28	-94	2	13	-271	-1	5	0	7
CCc1nc2ccc(C(=O)N(C)Cc3ccco3)cn2c1N(C)C(=O)Cc1ccccc1	0	-0.2	-3	-12	1	-3	0	7	2	-3
CCS(=O)(=O)N1CCCC(C(=O)NC2CCCCC2)C1 (stereo not given)	6	0.3	2	0	0	1	-3	-3	3	6
CCc1ccc(OCC2c3cc(OC)c(OC)cc3CCN2C(=S)NCCOC)cc1 (stereo not given)	5	-1.4	10*	1	3	0	1	2	-2	6
O=C(NCC1CCCO1)C(c1cccnc1)N(C(=O)Cc1cccs1)c1cccnc1 (stereo not given)	11*	-0.4	7	6	4	13*	1	7	-1	13
COC(=O)c1c(C)cc(C)c2c1CC(C)(C)C2=O	7	0.0	-5	4	4	-5	5	-5	-4	-11
N#Cc1cccc(NC(=O)CNC(=O)Cc2ccccc2)c1	1	-0.3	-3	0	1	-7	-4	3	3	0
O=C(NCc1cccc(C(F)(F)F)c1)C1CC(c2ccccc2C(F)(F)F)=NO1 (stereo not given)	-1	-0.1	-2	-4	0	1	-1	6	-11	-4
COc1cccc(-c2nc(N3CCCCC3C)c3ccccc3n2)c1O (stereo not given)	6	-0.1	4	0	-1	2	-1	5	0	2
CCc1nc2ccc(C(=O)NCc3ccccc3OC)cn2c1N(C=O)CCC(C)C	-7	1.4	-1	0	-1	-6	-1	-9	12	3

Structures listed above that bear a hit mark in PLCg1 inh:
SMILES	PLCg1 inh	proKLK7 act	ADAM17 inh	DDE Tn7 FP inh	UHRF1 binding	PLC-beta3 inh	MBD2 DNA inh	ARFGAP1 inhibitor	DDE Tn6 FP inh	ASAP1 GAP inh
O=C(NCC1CCCO1)C(c1cccnc1)N(C(=O)Cc1cccs1)c1cccnc1 (stereo not given)	11*	-0.4	7	6	4	13*	1	7	-1	13

Continued.
SMILES	PLCg1 inh	proKLK7 act	ADAM17 inh	DDE Tn7 FP inh	UHRF1 binding	PLC-beta3 inh	MBD2 DNA inh	ARFGAP1 inhibitor	DDE Tn6 FP inh	ASAP1 GAP inh
O=C(CSc1nc(=O)n2cc(Cl)ccc2n1)Nc1ccc2c(c1)OCCO2	-5	-0.4	-1	-4	0	-15	-1	-9	2	-2
Cc1ccc(Br)cc1S(=O)(=O)Nc1cccnc1	2	-0.6	-2	-4	36*	-5	18*	-15	2	7
C/C=N/NC(=O)CCNC(=O)c1ccccc1	-4	-0.6	3	-3	0	-12	-2	-1	4	4
Cc1ccc(N2C(=O)CC(C)(C)CC2=O)cc1Cl	-1	0.2	-6	9	2	-8	3	8	0	5
CC12CCC(=O)N1C(C(=O)N1CCN(c3cccc(Cl)c3)CC1)CS2 (stereo not given)	2	0.3	-5	-4	1	-7	1	15	-1	4
Cc1cc2ncc(Cl)nc2cc1C	3	-0.1	0	-4	2	-2	5	-2	3	11
CN(CC(=O)Nc1cccc(F)c1)C(=O)c1cc(-c2cccs2)nn1-c1ccccc1	-1	0.0	5	-5	-1	-2	-3	-5	3	2
CCOC(=O)c1ccc(NC(=O)CSc2nnc(SCc3cccc4ccccc34)s2)cc1	12*	-0.2	3	-2	3	9	-1	.	2	.
CCC(C(=O)Nc1ccccn1)c1ccccc1 (stereo not given)	2	-0.3	-3	3	-1	-6	7	-5	2	8
COCCCNC(=O)CCNS(=O)(=O)c1ccc(C)cc1	1	0.0	-2	2	3	-2	5	-1	2	-2
Cn1cc(CNC(=O)C2CCCCC2)cn1	3	0.1	3	2	-4	2	-5	-8	-3	-3
CC1CCN(C(=O)c2[nH]cnc2C(=O)NCc2ccc(CNC(=O)OC(C)(C)C)cc2)CC1	0	0.6	-6	1	3	-1	3	6	3	4
NC(=O)CCC(C(=O)O)N1C(=O)C2C3CCC(C3)C2C1=O (stereo not given)	-2	0.3	-3	-7	-2	2	0	-16	1	-13
Cc1cc(C)c(C(N)=O)c(NCCc2ccccc2)n1	-15	1.1	-22	1	2	-19	-3	-12	6	-5
CCc1ccc(NC(=O)N(C2CCCCC2)C(C)c2cccnc2)cc1 (stereo not given)	-3	-0.1	-5	5	3	0	5	2	2	-8
Cc1ccc(S(=O)(=O)Nc2cccc(-c3cn4ccsc4n3)c2)cc1	-1	-0.4	1	-9	1	5	5	4	0	-1
Cc1ccc(OCCCN2C(=O)C(=O)c3cc(C)ccc32)cc1	3	0.9	3	-7	0	-3	-4	4	0	-7
Cc1cc(NC(=O)CSc2nnc(COc3ccccc3)o2)no1	-4	0.1	-2	2	-1	-2	4	-9	11	-9
CCOC(=O)c1cnn(CCOC(=O)Cc2cccs2)c1NC(=O)Cc1cccs1	2	-0.1	-3	-3	-3	0	-6	-1	-1	-6
CCOC(=O)C1CCN(C(=O)CN(C)S(=O)(=O)c2ccc3c(c2)c(=O)n(C)c(=O)n3C)CC1	1	-0.2	-2	-8	-1	-3	-2	-2	1	4
CCOCCCNC(=O)CN1CCN(Cc2ccc(Cl)cc2)C1=O	1	-0.6	-3	-9	0	-6	1	1	0	6
S=C(CN1CCCC1=S)N1CCOCC1	1	0.5	0	4	2	-1	-8	-6	5	-5
CC(=O)Nc1ccc(C(=O)OCC(=O)Nc2ccccc2F)cc1	5	-0.2	-2	-5	2	1	-4	0	-1	10
O=C(Nc1ccccc1Cl)C(=O)c1cn(CC(=O)N2CCOCC2)c2ccccc12	-4	-0.5	-4	8	-2	-8	3	13	-2	-18
COc1ccc(NS(=O)(=O)c2cccc(C(=O)N3CCN(Cc4ccc5c(c4)OCO5)CC3)c2)cc1	7	0.0	0	3	1	-9	3	9	6	10
Cc1ccc(C(=O)NNC(=O)C2CCN(Cc3ccccc3)CC2)cc1	-1	0.5	-6	1	1	2	-1	-2	-6	-1
O=c1c2ccccc2c(=O)n(-c2ccccc2)n1-c1ccccc1	2	-0.3	-3	2	0	-7	-1	-5	0	0
CCCS(=O)(=O)N1CCC(C(=O)NCCCOC)CC1	2	-0.1	-1	8	-1	1	-2	0	4	-9
CCCCOc1ccc(/C(O)=C(\C#N)c2nc3ccccc3[nH]2)cc1	8	-0.4	1	-2	0	-6	-2	4	3	-7
S=C(NCc1ccco1)N/N=C/c1cccnc1	4	-0.1	1	1	-2	-2	-1	7	-4	-12

11 structures from above, ordered by formula weight, highest first.
SMILES	PLCg1 inh	proKLK7 act	ADAM17 inh	DDE Tn7 FP inh	UHRF1 binding	PLC-beta3 inh	MBD2 DNA inh	ARFGAP1 inhibitor	DDE Tn6 FP inh	ASAP1 GAP inh
COc1ccc(NS(=O)(=O)c2cccc(C(=O)N3CCN(Cc4ccc5c(c4)OCO5)CC3)c2)cc1	7	0.0	0	3	1	-9	3	9	6	10
CCOC(=O)C1CCN(C(=O)CN(C)S(=O)(=O)c2ccc3c(c2)c(=O)n(C)c(=O)n3C)CC1	1	-0.2	-2	-8	-1	-3	-2	-2	1	4
CCOC(=O)c1cnn(CCOC(=O)Cc2cccs2)c1NC(=O)Cc1cccs1	2	-0.1	-3	-3	-3	0	-6	-1	-1	-6
O=C(Nc1ccccc1Cl)C(=O)c1cn(CC(=O)N2CCOCC2)c2ccccc12	-4	-0.5	-4	8	-2	-8	3	13	-2	-18
Cc1ccc(C(=O)NNC(=O)C2CCN(Cc3ccccc3)CC2)cc1	-1	0.5	-6	1	1	2	-1	-2	-6	-1
Cc1cc(NC(=O)CSc2nnc(COc3ccccc3)o2)no1	-4	0.1	-2	2	-1	-2	4	-9	11	-9
CCCCOc1ccc(/C(O)=C(\C#N)c2nc3ccccc3[nH]2)cc1	8	-0.4	1	-2	0	-6	-2	4	3	-7
O=c1c2ccccc2c(=O)n(-c2ccccc2)n1-c1ccccc1	2	-0.3	-3	2	0	-7	-1	-5	0	0
Cc1ccc(OCCCN2C(=O)C(=O)c3cc(C)ccc32)cc1	3	0.9	3	-7	0	-3	-4	4	0	-7
S=C(NCc1ccco1)N/N=C/c1cccnc1	4	-0.1	1	1	-2	-2	-1	7	-4	-12
S=C(CN1CCCC1=S)N1CCOCC1	1	0.5	0	4	2	-1	-8	-6	5	-5

(listing goes on)
SMILES	PLCg1 inh	proKLK7 act	ADAM17 inh	DDE Tn7 FP inh	UHRF1 binding	PLC-beta3 inh	MBD2 DNA inh	ARFGAP1 inhibitor	DDE Tn6 FP inh	ASAP1 GAP inh
CC1(C)Oc2ccc3ccc(=O)oc3c2/C(=C/N)C1=O	0	0.8	-1	-5	0	-6	-3	-2	8	3
N#CCCNS(=O)(=O)c1ccc(C(=O)OCCCOC(=O)c2ccc(S(=O)(=O)NCCC#N)cc2)cc1	2	0.2	1	-3	1	-4	4	14	-4	8
COc1ccc(-c2coc3c(C(=O)NCC4CCOCC4)cccc23)c(C)c1	6	0.8	-5	-1	-2	-2	-1	-5	1	-6
Cc1cccc(OCCCCn2c(CO)nc3ccccc32)c1	0	-0.1	-5	10	4	-1	2	2	-5	1
O=Nc1c(O)[nH]c2ccc(F)cc12	-1	0.3	-3	-2	-2	0	-2	-12	-2	11
C=CCOc1nc(-c2ccncc2)nc2ccccc12	0	0.5	1	4	13	3	0	-8	7	-8
CC(=O)NCc1ccc(S(=O)(=O)NC(C)CCc2ccccc2)cc1 (stereo not given)	1	-0.9	-5	3	4	-8	3	3	-1	6
COc1ccc(N(CC(=O)Nc2cccc(C)c2C)S(=O)(=O)c2c(C)n[nH]c2C)cc1	8	-0.7	3	3	-1	5	-2	5	3	-6
c1ccc(C2[C@H]3CN(Cc4cccnc4)[C@H](c4ccccc4)C34CC2(c2cccnc2)C4)cc1 (stereo not given in full)	1	0.3	-2	8	-2	0	-2	5	3	-20
COc1cccc(-c2cnc(C(O)c3ccc(F)cc3)[nH]2)c1 (stereo not given)	-3	0.2	-5	-2	-3	-1	4	-4	7	-5
COc1ccc(C(=O)CCS(=O)(=O)c2ccc(C)cc2)cc1OC	-6	-1.0	2	3	1	-8	0	-17	0	4
CN(CC(=O)Nc1ccccc1)CC(=O)Nc1ccccc1Cl	-2	-0.4	-2	0	0	-6	1	5	-1	1
O=C(COc1cc(Cl)c(Cl)cc1Cl)NC(=O)NC1CCCC1	2	-0.2	-4	0	2	2	-3	14	2	13
O=C(N/N=C/c1ccc2c(c1)OCO2)c1cccc2ccccc12	-13	-0.2	1	0	2	-27	-3	6	-8	-1
COc1cccc(NC(=O)CCN2CCN(C)CC2)c1	0	0.3	2	-5	3	2	2	-3	4	-9
CC1C(=O)C(C)C(c2cc(Cl)ccc2O)NC1c1cc(Cl)ccc1O (stereo not given)	4	-0.3	9.6*	-3	-3	1	-1	-4	-9	15

Screening results from PubChem.
